Screens (PubChem)
p97 inhibitor: inhibitors of human p97 ATPase. AID 1481. 220,000 tested, 0.42% active. inhibition, % at 8 µM. recombinant p97 ATPase, Kinase-Glo ATP luminescence, 3 h; in the data active = inhibition above about 15%;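 also: 0% = DMSO vehicle and 100% = wells lacking enzyme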
Target sequence (P55072 whole entry, looked up): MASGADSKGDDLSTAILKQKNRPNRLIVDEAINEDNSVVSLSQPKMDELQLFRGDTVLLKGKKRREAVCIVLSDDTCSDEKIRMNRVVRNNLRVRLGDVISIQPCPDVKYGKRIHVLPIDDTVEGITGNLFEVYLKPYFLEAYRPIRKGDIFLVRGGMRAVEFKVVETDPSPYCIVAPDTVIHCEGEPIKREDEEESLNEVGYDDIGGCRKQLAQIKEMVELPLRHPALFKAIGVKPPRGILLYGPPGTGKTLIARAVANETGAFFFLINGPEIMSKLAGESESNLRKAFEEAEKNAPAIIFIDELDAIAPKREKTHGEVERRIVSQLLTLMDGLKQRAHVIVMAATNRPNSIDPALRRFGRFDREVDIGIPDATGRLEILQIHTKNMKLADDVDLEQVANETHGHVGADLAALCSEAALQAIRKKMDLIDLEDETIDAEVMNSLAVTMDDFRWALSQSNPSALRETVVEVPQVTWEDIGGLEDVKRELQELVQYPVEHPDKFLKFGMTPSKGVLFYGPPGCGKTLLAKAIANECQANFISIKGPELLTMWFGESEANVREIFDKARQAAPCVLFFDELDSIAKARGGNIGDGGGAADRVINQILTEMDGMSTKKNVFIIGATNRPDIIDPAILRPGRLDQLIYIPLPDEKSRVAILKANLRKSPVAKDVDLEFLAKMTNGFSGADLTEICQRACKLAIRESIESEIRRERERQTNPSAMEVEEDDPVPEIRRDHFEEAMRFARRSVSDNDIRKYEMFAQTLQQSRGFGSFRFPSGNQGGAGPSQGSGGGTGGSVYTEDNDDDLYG
BaF3 tox: parental Ba/F3 viability inhibition as JAK2V617F counter-screen | AID 1486 | 220,000 tested, 1.1% active | CellTiter-Glo ATP luminescence | inhibition, % at 5.6 µM;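 active = inhibition above a per-campaign cutoff, the mean inhibition of all tested compounds plus 3 SD, cut at about 27% in these data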;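 also: 0% = DMSO wells and 100% = JAK Inhibitor I control wells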
Furin inhibitor: inhibitors of human furin; P09958; purified furin, fluorogenic substrate cleavage; inhibition, % at 30 µM; 220,000 tested, 0.061% active; in the data active = inhibition above about 25%; also: inactives centre near -15
RBBP9 inh: inhibitors of human serine hydrolase RBBP9 | O75884 | recombinant RBBP9, FP-Rh probe fluorescence polarization | inhibition, % at 7.94 µM | 220,000 tested, 0.2% active;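 active = inhibition above the campaign mean of all tested compounds plus 3 SD, cut at about 14% in these data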;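 also: plate controls were DMSO wells with RBBP9 for no effect and wells lacking RBBP9 protein for full effect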
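system = RBBP9 protein | input = RBBP9 at 2.5 µM in dispensed solution, before mixing | measured by = fluorescence polarization (mP), excitation 525 nm, emission 598 nm | incubation = enzyme-compound preincubation 30 min, then probe labeling 45 min, 25 °C | buffer or medium = Tris-NaCl-Pluronic buffer, pH 8.0 | compound = single dose 7.94 µM | also added = FP-Rh probe, 375 nM dispensing solution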
EP2 antag: inhibitors of human EP2 prostaglandin E2 receptor; C6 glioma cells expressing human EP2, cAMP TR-FRET; cells stimulated with saturating PGE2; inhibition, % at 25 µM; 260,000 tested, 0.52% active; AID 1422;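 active = percent inhibition above 40 after rounding to a whole number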;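 also: rat C6 glioma host cells with rolipram phosphodiesterase inhibitor present; the protocol text gives 20 µM as final concentration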
PPC-1+TRAIL kill: kills PPC-1 cancer cells in the presence of TRAIL. 220,000 tested, 0.41% active. PPC-1 cells + TRAIL, ATPLite viability luminescence. cell killing (% activity), % at 4 µM;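 active = cell killing above 50% in the first pass at 4 µM, then a duplicate retest at 5 µM averaging 50% or more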;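 also: plate controls were cells with TRAIL plus DMSO for no effect and medium-only wells lacking cells for full effect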
p47phox inh: blocks human p47phox regulatory protein of NADPH oxidases | P14598 | p47phox/p22phox peptide binding, fluorescence polarization, 2 h | inhibition, % at 24.7 µM | 220,000 tested, 0.53% active | AID 1274;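 active = inhibition above about 30%, limit read from the data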;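 also: 0% = p47phox with labelled peptide and 100% = labelled peptide alone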
TbHK1 inh: blocks Trypanosoma brucei hexokinase 1 activity. recombinant TbHK1, G6PDH-coupled NADH A340. inhibition, % at 10 µM. 220,000 tested, 0.11% active;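 active = inhibition of 50% or more in the single-dose primary screen; inactive = inhibition below 50%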
Ba/F3 V617F tox: lowers viability of Ba/F3 cells expressing EpoR and JAK2V617F | ATP luminescence | inhibition, % at 5.6 µM | 220,000 tested, 1.1% active;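 active = inhibition above the campaign mean plus 3 SD over all tested compounds, cut at about 24% in these data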;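 also: cytokine-independent growth of Ba/F3 cells driven by EpoR plus mutant JAK2; 0% = DMSO-treated cells and 100% = JAK inhibitor I control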
* marks the source's active call; other numbers are inactive results; . = no result given; [ ] = remark or other dose. A portion of the library (hit frequency here may not be typical).

structure	PPC-1+TRAIL kill	p47phox inh	Furin inhibitor	BaF3 tox	Ba/F3 V617F tox	p97 inhibitor	EP2 antag	RBBP9 inh	TbHK1 inh
O=c1c2ccccc2oc2nc(-c3cccs3)n(CCc3ccccc3)c(=O)c12	34	-7	-24	6	0	4	7	-2	-17
CCOC(=O)c1sc2nc(CSc3ccccc3)nc(N3CCCN(C)CC3)c2c1C	19	-10	-7	2	5	-5	5	-5	-23
Cc1cc(C)c(O)c(-c2cc(C(=O)Nc3cccnc3)[nH]n2)c1	11	-15	-15	2	-2	-1	12	-9	-3
Cn1nnnc1SCC(=O)N1CCc2ccccc21	12	9	-15	1	-1	6	9	-2	-9
Oc1sc(C=Nc2ccc(F)cc2)c2ccccc12	-6	-11	-20[20 µM]	7	-1	2	11	-8	-5
Cc1cnc(NC(=O)c2c(-c3ccccc3)noc2C)s1	25	-15	-28	-1	-2	3	0	-3	-10
Oc1ccccc1C=NC1CCCCC1N=Cc1ccccc1O (stereo not given)	21	3	-3	3	1	-3	5	-7	0
O=C(N/N=C1/CCS(=O)(=O)c2ccc(F)cc21)c1cccnc1	-3	1	-23	9	1	2	4	0	-10
CCOC(=O)N1CCN(C(=O)c2cnn3c(C)c(Cc4ccc(C)cc4)c(C)nc23)CC1	9	-5	-19	5	4	-6	.	-2	0
CCc1ccc(Oc2coc3cc(OCC(=O)Nc4cc(C)ccc4C)ccc3c2=O)cc1	6	-10	-17	4	0	3	7	-8	-3
COc1ccc2nc(-c3cccc(N)c3)[nH]c2c1	52*[5 µM]	-22	-24[20 µM]	5	1	-8	13	-2	-20
Cn1c(N)c(C(=O)COC(=O)C2(c3ccccc3F)CCCC2)c(=O)n(C)c1=O	-9	-11	-23	14	-4	-3	15	-3	0
CS(=O)(=O)N(CC(=O)N/N=C/c1cccs1)c1cccc(Cl)c1Cl	14	-4	-16[20 µM]	0	4	-1	16	-10	-1
O=C(CSc1c(Cl)cccc1Cl)NC1CCCc2ccccc21 (stereo not given)	9	6	-14	7	2	-1	4	-4	4
CCCN(C(=O)/C=C/c1ccco1)c1c(N)n(Cc2ccccc2)c(=O)[nH]c1=O	3	-8	-26	4	-1	4	5	-4	-12
Cc1nc2cccc(C)n2c(=O)c1Cl	-8	-8	-11[20 µM]	5	5	-2	8	5	-23
O=C(NCc1ccncc1)c1cc(F)c(F)cc1Cl	36	-1	-18	2	-3	-3	9	2	-4
Cc1ccc(/C=c2\sc3nc(-c4ccccc4Br)nn3c2=O)o1	-2	-112	-23[20 µM]	4	5	0	.	5	3
O=c1cc2[nH]c3ccccc3c(=O)n2nc1-c1ccccc1	28	-24	-7[20 µM]	2	5	-2	19	-11	-24
Cn1c(=O)c2c(nc(SCCN3CCOCC3)n2Cc2ccccc2)n(C)c1=O	23	-2	-23[20 µM]	1	-2	3	24	-3	-1
C/C(=C1\SC(N2CCOCC2)=NC1=O)c1ccc(C)cc1	15	-3	-24	4	0	3	15	-6	-37
CCCN(c1nc(C)cc(OC)n1)S(=O)(=O)c1ccccc1	-8	-5	-15	4	3	-12	6	-7	-1
O=C(c1cc(COc2c(F)cccc2F)on1)N1CCC(c2ccccc2F)C1 (stereo not given)	28	-1	-6	9	2	-4	5	-4	-5
COc1ccc2c(c1)c1nc3ccccc3nc1n2CC(=O)OC(C)C	25	5	-20[20 µM]	2	-4	2	8	2	-7
CCOc1ccc(C(=O)NCCCN2CCOCC2)cc1OCC	-9	-7	-17	0	-2	5	8	-3	0
CC(=O)NC1=NN(C(C)=O)C(C)(c2cccc([N+](=O)[O-])c2)S1 (stereo not given)	-2	4	-22	0	-4	2	4	-4	2
COc1ccc(OCC(O)CN(C)C(=O)/C=C/c2cccc([N+](=O)[O-])c2)cc1 (stereo not given)	-11	-2	-15	7	0	1	9	-7	-6
O=C(NC12CC3CC(CC(C3)C1)C2)c1ccc(=O)oc1	4	-8	-26	7	-1	-1	9	-1	-27
CC(C)Cc1cc(C(=O)Nc2sc3c(c2C#N)CCC3)no1	0	-22	-30	12	2	-5	21	-8	-8
O=C(c1ccc(Cl)c([N+](=O)[O-])c1)N1CCN(C(=O)c2ccco2)CC1	17	-15	-24	6	0	0	5	-3	1
Cc1c(NC(=O)Nc2cccs2)cccc1[N+](=O)[O-]	25	-11	-16	29*	12	4	10	-2	-3
COc1ccc(C2C3=C(CC(C)(C)CC3=O)OC(N)=C2[N+](=O)[O-])cc1 (stereo not given)	4	-2	5	2	-2	2	5	-3	22

Of the compounds above, 2 contain two or more sulfur atoms.
structure	PPC-1+TRAIL kill	p47phox inh	Furin inhibitor	BaF3 tox	Ba/F3 V617F tox	p97 inhibitor	EP2 antag	RBBP9 inh	TbHK1 inh
CCOC(=O)c1sc2nc(CSc3ccccc3)nc(N3CCCN(C)CC3)c2c1C	19	-10	-7	2	5	-5	5	-5	-23
CS(=O)(=O)N(CC(=O)N/N=C/c1cccs1)c1cccc(Cl)c1Cl	14	-4	-16[20 µM]	0	4	-1	16	-10	-1

Next section.
structure	PPC-1+TRAIL kill	p47phox inh	Furin inhibitor	BaF3 tox	Ba/F3 V617F tox	p97 inhibitor	EP2 antag	RBBP9 inh	TbHK1 inh
Cc1ccccc1/[N+]([O-])=C/c1ccncc1	14	-17	-6[20 µM]	7	3	0	18	0	1
COCCOC(=O)C1=C(C)NC2=C(C(=O)CC(c3cccs3)C2)C1c1ccsc1 (stereo not given)	-2	4	-26	8	-3	0	21	-4	-12
O=C(C1CCCC1)N1CCC(CO)(Cc2ccccc2Cl)CC1	9	-4	-17	2	0	-2	3	-11	-4
O=C(NCc1ccccc1)C1C(=O)N(Cc2ccccc2)C(=O)C1C1(O)CCCC1 (stereo not given)	1	-6	-16	1	-3	2	13	-2	0
C=CCOC(=O)Nc1c(C(=O)OC)[nH]c2ccccc12	4	-3	-6	7	1	0	16	-6	1
CC(=O)C1=C(C)NC(SCC(=O)c2ccc(Cl)cc2Cl)=C(C#N)C1c1ccco1 (stereo not given)	10	-54	-10	1	1	3	22	-6	-14
CCCC(=O)OC(C(=O)Nc1cc(C(F)(F)F)ccc1Cl)c1ccccc1 (stereo not given)	-5	-5	5	13	7	0	5	-6	39
COc1ccc(/C=N/n2c(C)nc3sc(C)c(C)c3c2=O)cc1	8	-7	-20	-5	2	-3	15	0	-1
Cc1cc(C)cc(NC(=S)Nc2ccc3cn[nH]c3c2)c1	-5	-7	-24	5	2	4	3	-2	7
CCc1ccccc1N1C(=O)C2C3CC(=O)C(c4ccccc43)C2C1=O (stereo not given)	8	0	-20	6	-3	3	0	-1	-1
c1ccc(-c2cnnc(N3CCOCC3)n2)cc1	8	-26	-4[20 µM]	7	5	-1	12	-6	-4
Cc1cc(/C=C(\C#N)C(=O)N2CCOCC2)c(C)n1C1CCCC1	28	5	3	4	-2	3	9	3	-31
Cc1csc2nc(CNS(=O)(=O)c3ccc4c(c3)OCCO4)cn12	7	-14	-20	-1	-3	4	10	-4	5
N=c1c2c(-c3ccccc3)c(-c3ccccc3)n(Cc3ccco3)c2ncn1CCCN1CCOCC1	6	-11	-19	8	2	-4	9	0	17
CC(C)C(NC(=O)C1CCCCC1)C(=O)NCc1ccccn1 (stereo not given)	-1	1	-22	3	-2	7	18	-7	7
COc1ccc(NC(=O)CN(c2ccc(C)cc2)S(=O)(=O)c2c(C)nn(C)c2C)cc1OC	-12	9	-18	4	-1	-2	15	-6	-9
C=CCNS(=O)(=O)c1cc(S(=O)(=O)NCC=C)c(OC)cc1OC	-2	-2	-27	2	-3	9	10	5	1
O=C1NC(=Nc2cccnc2)S/C1=C/c1ccc(F)cc1	5	-55	-22	-1	-4	4	7	-8	-52
NC(=O)CSc1nc2cc3c(cc2c(=O)n1CCCC(=O)NCc1ccc2c(c1)OCO2)OCO3	-4	1	-17[20 µM]	3	2	-2	7	0	-7
CCOc1ccc(CN2CCNC(=O)C2CC(=O)NCCC2=CCCCC2)cc1 (stereo not given)	0	6	-17	1	-2	-2	12	-7	-6
O=C1CC(c2cccc([N+](=O)[O-])c2)c2cc3c(cc2N1)CCC3 (stereo not given)	10	-6	-18	8	2	-2	2	-9	-4
c1ccc(-n2c(SCc3nc(-c4cccs4)no3)nnc2-c2ccco2)cc1	30	-13	-8	-1	-7	4	-14	4	9
CNc1nc(SCc2ccccc2Cl)nc2c1CCCC2	5	-12	-21[20 µM]	7	-2	-1	12	-9	10
Cc1nc2ccc(NC(=O)NCc3ccco3)cc2s1	18	-4	0[20 µM]	6	10	5	8	4	-5

Structures from the list above that contain a furan ring, fused or not, in the order listed:
structure	PPC-1+TRAIL kill	p47phox inh	Furin inhibitor	BaF3 tox	Ba/F3 V617F tox	p97 inhibitor	EP2 antag	RBBP9 inh	TbHK1 inh
CCCN(C(=O)/C=C/c1ccco1)c1c(N)n(Cc2ccccc2)c(=O)[nH]c1=O	3	-8	-26	4	-1	4	5	-4	-12
Cc1ccc(/C=c2\sc3nc(-c4ccccc4Br)nn3c2=O)o1	-2	-112	-23[20 µM]	4	5	0	.	5	3
O=C(c1ccc(Cl)c([N+](=O)[O-])c1)N1CCN(C(=O)c2ccco2)CC1	17	-15	-24	6	0	0	5	-3	1
CC(=O)C1=C(C)NC(SCC(=O)c2ccc(Cl)cc2Cl)=C(C#N)C1c1ccco1 (stereo not given)	10	-54	-10	1	1	3	22	-6	-14
N=c1c2c(-c3ccccc3)c(-c3ccccc3)n(Cc3ccco3)c2ncn1CCCN1CCOCC1	6	-11	-19	8	2	-4	9	0	17
c1ccc(-n2c(SCc3nc(-c4cccs4)no3)nnc2-c2ccco2)cc1	30	-13	-8	-1	-7	4	-14	4	9
Cc1nc2ccc(NC(=O)NCc3ccco3)cc2s1	18	-4	0[20 µM]	6	10	5	8	4	-5
